Compound activity (PubChem BioAssay)
LAP4 TOR yeast: yeast TOR pathway LAP4-GFP modulation; S. cerevisiae LAP4-GFP multiplex, flow cytometry GFP, 3 h; median GFP as percent of DMSO wells; GFP response vs DMSO, % at 10 µM; hit rate 0.34% among 320,000; AID 2023;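 active = GFP response vs DMSO above a set limit, about the screen mean plus 3 SD, cut at about 150% in these data; inconclusive = under 70 cell events counted for the yeast strain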
CR mimetic SO: yeast age-related superoxide inhibition as caloric restriction mimetic. S. cerevisiae aged cells, superoxide DHE fluorescence; hits give low values. hit rate 0.18% among 330,000. AID 2690. superoxide response (% of plate mean), % at 10 µM;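 active = superoxide response under a set limit, about three screen SD below normal, cut at about 65% in these data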;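 note: yeast aged for seven days with compound at 30 °C before DHE staining; 100% = average MFI of all compound-treated wells on the plate with controls excluded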
proCasp7 act: counter-screen: procaspase-7 (human) activation. P55210. recombinant procaspase-7, Ac-DEVD-pNA absorbance 405 nm; D23A/D198A/D206A triple mutant, cannot self-cleave; scale: DMSO 0, 5 µM enzyme 100. activation, % at 8.5 µM. hit rate 0.093% among 330,000;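 active = percent activation above the screen-wide mean plus 3 SD, cut at about 25% in these data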
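Assay system – Uncleavable procaspase-7 mutant enzyme · Quantity – 2 µM procaspase-7 mutant as dispensed · Times – 1 h preincubation, 2 h reaction · Dosing – single nominal 8.5 µM compound dose, 0.8% DMSO final · Buffer or medium – Zinc-free 50 mM HEPES buffer, pH 7.4, with NaCl and Triton X-100 · Detection – Epi-absorbance of released pNA at 405 nm, two timepoints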
AHR activator: activates the human aryl hydrocarbon receptor | hit rate 2.5% among 320,000 | P35869 | AHR-responsive luciferase reporter cells, luminescence | AID 2796 | activation, % at 5 µM; in the data active = activation above about 47%;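 note: 0% = vehicle wells and 100% = reference agonist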
Target sequence (P35869 whole entry, looked up): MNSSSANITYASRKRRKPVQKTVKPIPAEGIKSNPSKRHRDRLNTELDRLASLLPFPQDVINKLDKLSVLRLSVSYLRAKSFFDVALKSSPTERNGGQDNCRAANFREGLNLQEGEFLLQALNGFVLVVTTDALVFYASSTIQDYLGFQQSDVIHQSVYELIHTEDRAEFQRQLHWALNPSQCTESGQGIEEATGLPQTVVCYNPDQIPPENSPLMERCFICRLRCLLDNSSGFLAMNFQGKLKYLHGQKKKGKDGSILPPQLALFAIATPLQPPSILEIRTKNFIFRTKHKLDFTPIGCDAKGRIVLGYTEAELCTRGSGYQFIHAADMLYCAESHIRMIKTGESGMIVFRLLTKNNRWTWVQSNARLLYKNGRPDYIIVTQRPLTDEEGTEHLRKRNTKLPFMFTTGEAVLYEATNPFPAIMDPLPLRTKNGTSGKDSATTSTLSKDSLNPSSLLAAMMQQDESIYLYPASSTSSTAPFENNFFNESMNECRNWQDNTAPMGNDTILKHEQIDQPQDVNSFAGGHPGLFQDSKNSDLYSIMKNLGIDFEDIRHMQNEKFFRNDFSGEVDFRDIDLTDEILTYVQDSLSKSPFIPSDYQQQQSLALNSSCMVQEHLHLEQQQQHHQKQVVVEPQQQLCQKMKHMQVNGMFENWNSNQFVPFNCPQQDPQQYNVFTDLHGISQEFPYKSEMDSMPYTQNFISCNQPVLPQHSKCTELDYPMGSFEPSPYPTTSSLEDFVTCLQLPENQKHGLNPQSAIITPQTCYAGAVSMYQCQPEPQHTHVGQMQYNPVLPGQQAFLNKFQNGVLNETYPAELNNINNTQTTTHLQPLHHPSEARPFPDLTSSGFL
RPL19A TOR yeast: yeast TOR pathway RPL19A-GFP modulation; S. cerevisiae RPL19A-GFP strain, flow cytometry, 3 h; hits give low values; hit rate 0.3% among 330,000; percent response vs DMSO, % at 10 µM;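 active = percent response vs DMSO below 50%; inconclusive = fewer than 70 events counted for the yeast strain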;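 note: median channel GFP fluorescence of the barcoded RPL19A-GFP strain; ratio of sample median GFP to plate DMSO average so 100% = DMSO; lower means less RPL19A-GFP as with rapamycin TOR inhibition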
MEP2 TOR yeast: modulators of TOR pathway MEP2-GFP in S. cerevisiae | S. cerevisiae MEP2-GFP strain, flow cytometry GFP, 3 h; 100% = DMSO control level | GFP response vs DMSO, % at 10 µM | hit rate 0.51% among 330,000;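 active = GFP response versus DMSO above a set limit, roughly screen mean plus 3 SD, cut at about 180% in these data; inconclusive = fewer than 70 cells counted for a yeast strain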;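 note: median GFP fluorescence of the barcode-gated MEP2-GFP cells per well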
JMJD2C inh: human JMJD2C demethylase inhibition | GST-JMJD2C(1-420) H3K9me3 demethylation, DELFIA europium | Q9H3R0 | inhibition, % at 2.35 µM | hit rate 0.069% among 330,000 | AID 2099;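 active = more than half of a compound's replicate wells show inhibition beyond 50%, single wells judged on their own value; inconclusive = some, but no more than half, of replicates pass 50% inhibition; inactive = no replicate passes 50% inhibition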;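 note: signal counts dimethyl H3K9 product captured on neutravidin plate; 0% = median of DMSO wells and 100% = 0.3 times that DMSO median; strong numbers were not always called active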
proCasp3 act: procaspase-3 (human) activation. activation, % at 8.5 µM. hit rate 0.11% among 330,000. P42574. recombinant procaspase-3 D3A, Ac-DEVD-pNA absorbance 405 nm;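 active = activation above the mean of all tested compounds plus 3 SD, cut at about 21% in these data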;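 note: 0% = DMSO alone and 100% = DMSO wells spiked with extra 5 µM PC-3 D3A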
Target sequence (P42574 whole entry D9A/D28A/D175A): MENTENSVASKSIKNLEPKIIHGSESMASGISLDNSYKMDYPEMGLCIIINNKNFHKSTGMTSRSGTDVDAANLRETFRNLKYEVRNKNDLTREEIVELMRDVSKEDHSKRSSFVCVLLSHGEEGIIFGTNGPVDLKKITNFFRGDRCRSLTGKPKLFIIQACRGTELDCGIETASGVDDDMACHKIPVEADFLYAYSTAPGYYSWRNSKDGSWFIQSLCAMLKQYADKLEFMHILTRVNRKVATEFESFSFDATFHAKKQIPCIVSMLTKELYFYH
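Assay system: Autoprocessing-dead procaspase-3 D3A mutant enzyme; also added: Ac-DEVD-pNA; doses: one concentration, 8.5 µM nominal, 0.8% DMSO; times: 1 h compound preincubation, 2 h substrate hydrolysis at 25 °C; technique: 405 nm absorbance of p-nitroaniline, reads at 0 and 120 min; measure: % activation between DMSO and enzyme-spiked controls; repeats: single replicate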
The depositor's hits bear a star; ? = inconclusive; / = no result given; [ ] = another dose, or the depositor's remark. Not a hit list. Share with any hit: about 3.8%.

SMILES,LAP4 TOR yeast,CR mimetic SO,proCasp7 act,AHR activator,RPL19A TOR yeast,MEP2 TOR yeast,JMJD2C inh,proCasp3 act
Cc1[nH]c(C)c(S(=O)(=O)NCCc2ccccc2)c1C(=O)N1CCCC1,86,100,4,0,97,89,61,8
CCCC(=O)Nc1ccc(C(=O)Nc2ccc([N+](=O)[O-])cc2OC)cc1,104,92,3,39,93,96,-10,6
CCOC(=O)C(Cc1ccc(O)cc1)NC(=O)CNC(=O)C(CC(C)C)NC(=O)OC(C)(C)C (stereo unspecified),98,94,8,-1,101,100,3,5
Cc1cc(=O)n2ccsc2n1,100,114,9,-3,101,99,5,5
Cn1cc(C(=O)C(=O)N2CCCC2)c2ccccc21,94,106,/,/,104,105,-1,/
N#Cc1nc(COc2ccccc2F)oc1NCc1ccc(F)cc1,103,105,-2,4,103,108,4,1
Cc1c(-c2nc(-c3cccnc3)no2)cccc1[N+](=O)[O-],111,119,14,88*,99,97,11,-5
CC(C)CNC(=O)CSc1nnc(-c2cccc(S(=O)(=O)N3CCCCC3)c2)o1,/,100,3,4,93,90,-4,5
CCN(C[C@H]1N[C@@](C)(C(=O)OC)[C@H]2C(=O)N(C)C(=O)[C@@H]12)C(=O)C1CCCCC1,100,116,-12,0,100,98,/,10
O=C(NCCCn1ccnc1)C(=O)NCC1OCCN1S(=O)(=O)c1ccc(Br)cc1 (stereo unspecified),94,122,10,3,101,106,2,3
O=C(CSc1ccc(-c2ccccc2)nn1)NC1CCCC1,102,95,-3,1,94,95,12,-2
COc1cccc(Oc2cn[nH]c2-c2ccc(OC)cc2O)c1,/,118,14,17,96,91,16,-1

SMILES,LAP4 TOR yeast,CR mimetic SO,proCasp7 act,AHR activator,RPL19A TOR yeast,MEP2 TOR yeast,JMJD2C inh,proCasp3 act
CC(=O)c1cc2c(cc1N)OCO2,102,102,9,6,99,98,-18,5
O=C(Cc1csc(Nc2nc(=S)[nH]c3ccccc23)n1)NCc1cccc(Cl)c1,116,80,-7,34,87,106,/,-5
O=C1C=C(c2ccc3[nH]ccc3c2)CCC1,120,105,-6,3,100,92,-3,-1
CCCC(=O)c1ccc(N2CCN(C(=O)c3cccs3)CC2)c(F)c1,99,104,0,5,101,102,1,7
Cc1cc(F)ccc1S(=O)(=O)N1CCCOC1CNC(=O)C(=O)NC1CC1 (stereo unspecified),82,95,-3,5,98,81,16,4
CS(=O)(=O)c1ccc(Cl)c(NC(=O)Cc2ccccc2F)c1,91,100,6,1,87,91,0,8
O=C(Nc1ccon1)c1ccc(OC2CCCC2)cc1,105,87,-2,6,100,83,4,5
Cc1ccc2cc(CCNC(=O)c3cccc([N+](=O)[O-])c3)c(=O)[nH]c2c1C,103,102,-2,8,108,106,-4,4
CC(C)Nc1nc(NC(C)(C)C)nc(Oc2ccc(=O)n(C)n2)n1,99,104,-8,-2,94,91,-14,7
CCOc1ccc(CC(=O)NCCS(=O)(=O)N2CCN(c3ccccc3)CC2)cc1,95,107,6,0,92,93,-34,9
CC(C)(CO)NS(=O)(=O)c1ccc2c(c1)oc(=O)c1cc(S(=O)(=O)NC(C)(C)CO)ccc12,97,111,3,0,99,97,-5,-2
CC(C)=CCC/C(C)=C/CN(CC(C)O)CC(C)O (stereo unspecified),107,98,3,0,102,102,9,3

SMILES,LAP4 TOR yeast,CR mimetic SO,proCasp7 act,AHR activator,RPL19A TOR yeast,MEP2 TOR yeast,JMJD2C inh,proCasp3 act
Nc1nc2n(n1)C(c1c(F)cccc1Cl)CC(c1ccc(F)cc1)N2 (stereo unspecified),102,131,12,-1,96,99,-6,2
Cc1cccc(NC(=O)/C(C#N)=C/c2cccc([N+](=O)[O-])c2)n1,111,116,-8,2,91,92,-14,-6
CCOC(=O)COc1c(OC)cc(Cl)cc1C1Nc2ccccc2C(=O)N1c1cccc(C)c1 (stereo unspecified),80,100,-7,1,115,90,-3,1
NNC(=O)c1cccc(COc2ccc3c(c2)CCC3)c1,94,111,13,-5,94,94,?,3
OCc1cn(-c2ccccc2)nc1-c1ccco1,114,99,5,0,101,104,6,7
O=C(C[C@@H]1C/C=C\C[C@H](NC(=O)OCC2c3ccccc3-c3ccccc32)C(=O)OC[C@@H]2CCCN2C1=O)N[C@H](CO)Cc1ccccc1,87,94,11,0,99,94,-4,0
COCCNC(=O)CSc1nc2ccccc2c(=O)n1CC1CCCO1 (stereo unspecified),113,104,5,1,109,104,1,-4
CC(Oc1ccccc1C(N)=O)C(=O)Nc1ccc(S(=O)(=O)N2CCCC2)cc1 (stereo unspecified),109,88,-3,-1,101,108,-7,11
CC(=O)c1ccccn1,105,106,7,-1,100,105,-5,0
Cn1c(C(=O)N[C@@H](Cc2ccccc2)C(=O)NCCC(=O)O)cc2cc(Cl)ccc21,114,105,/,/,101,105,-4,/
Nc1ccc(C(=O)NCC2(c3ccccc3)CCCC2)cc1,97,103,0,-2,98,94,/,-8
COc1ccc(Cl)cc1N(C)C(=O)CCNC(=O)Cn1cnc2ccccc2c1=O,106,117,5,-1,107,105,12,2

SMILES,LAP4 TOR yeast,CR mimetic SO,proCasp7 act,AHR activator,RPL19A TOR yeast,MEP2 TOR yeast,JMJD2C inh,proCasp3 act
COc1ccc(Cl)cc1NC(=O)CN(C)C(=O)Cn1cnnn1,92,84,-1,1,105,113,-2,-2
CCN1C(=O)c2ccc(-c3nc4ccccc4c(=O)o3)cc2C1=O,108,115,0,1,97,94,-13,2
Cc1cccc(OCC2Cn3c(nc4c3c(=O)[nH]c(=O)n4C)O2)c1 (stereo unspecified),97,102,/,/,103,102,-9,/
COCc1nnc(NC(=O)CCN2C(=O)c3ccccc3C2=O)s1,96,119,-3,1,95,98,-2,1
CC1(C)CNC(=O)CC(C)(C)N1,89[may fluoresce violet],115,8,-2,91[may fluoresce violet],186*[may fluoresce violet],3,5
O=C(O)CCCC(=O)OCCc1cc2ccccc2c(=O)o1,108,86,-5,2,96,95,7,10
O=C(CSc1n[nH]c(=O)[nH]c1=O)NC1CC1,88,122,17,1,97,97,2,2
CCNC(=S)N(Cc1ccc2c(c1)OCO2)C1CC(=O)N(c2ccc(F)cc2)C1=O (stereo unspecified),102,98,-15,5,107,102,-3,-8
CCOc1ccc(N(CC(=O)Nc2ccccc2C(=O)NC(C)CC)S(C)(=O)=O)cc1 (stereo unspecified),96,96,4,1,106,104,1,1
CCCCN(C(=O)c1ccc(S(=O)(=O)N2CCCC2)cc1)C1CCS(=O)(=O)C1 (stereo unspecified),97,102,12,-1,100,103,48,8
CC(NC(=O)CCC(=O)Nc1ccccc1O)c1ccccc1 (stereo unspecified),101,92,12,0,98,102,1,-12
O=C(CSc1nnc2ccccn12)NNC(=O)c1ccc([N+](=O)[O-])cc1,106,106,1,8,103,101,-4,-8

SMILES,LAP4 TOR yeast,CR mimetic SO,proCasp7 act,AHR activator,RPL19A TOR yeast,MEP2 TOR yeast,JMJD2C inh,proCasp3 act
CC(C)N(Cc1nc(-c2ccccc2)no1)C(=O)Cc1ccccc1,96,105,-3,0,95,98,9,3
C/C(=N\N=C1\NC(=O)C(Cc2ccccc2)S1)c1ccccc1 (stereo unspecified),68,111,4,31,99,91,-3,-2
O=C(O)c1cc(-c2ccccc2)n[nH]1,/,/,0,8,/,/,?,-8
CCc1noc(C)c1C(=O)Nc1cc(Cl)ccc1N1CCCC1,107,99,8,0,94,99,5,-5
CC1CCCCC1NC(=O)COc1ncnc2sccc12 (stereo unspecified),97,105,1,0,96,92,/,-6
CCSC1=C(C#N)C(c2ccccc2Cl)C(C(=O)c2cccs2)C(O)(C(F)(F)F)N1 (stereo unspecified),102,99,4,1,96,97,4,1
Cc1ccc(CSc2nnc(-c3cccs3)n2C)cc1,116,108,5,-13,101,103,2,2
CCN1CCN(C(CNS(=O)(=O)c2ccc(Cl)cc2)c2ccccc2)CC1 (stereo unspecified),84,90,9,2,98,98,4,-2
CC1CCCC(NC(=O)CNCc2ccccc2F)C1C (stereo unspecified),104,85,10,0,105,104,5,1
O=C(CN1CCN(S(=O)(=O)/C=C/c2ccccc2)CC1)NC(=O)NCc1ccco1,100,106,-9,1,100,106,6,-8
COc1ccc(/C=C/c2nc(-c3ccccc3O)n[nH]2)cc1,111,99,-3,94*,96,107,-12,8
CCCCC1(C)OC(=O)C(=Cc2ccc(N(CC)CC)cc2)C(=O)O1 (stereo unspecified),108,86,5,1,96,96,3,-11

SMILES,LAP4 TOR yeast,CR mimetic SO,proCasp7 act,AHR activator,RPL19A TOR yeast,MEP2 TOR yeast,JMJD2C inh,proCasp3 act
COc1ccccc1NC(=O)N1CCC(NC(=O)C(Cc2ccccc2F)NC(C)=O)CC1 (stereo unspecified),93,94,5,0,104,107,13,8
COc1ccc(-n2c(SCC(=O)NCC3CCCO3)nc3c([nH]c4ccccc43)c2=O)cc1 (stereo unspecified),87,103,-9,8,100,94,4,6
CC(Oc1ccc2c(-c3ccccc3)cc(=O)oc2c1)C(=O)NCCN1CCOCC1 (stereo unspecified),85,76,6,0,89,84,?,3
Cc1cc2[nH]c(=O)c(=O)[nH]c2cc1S(=O)(=O)N1CCN(c2cccc(Cl)c2)CC1,108,117,0,1,102,115,3,4
O=c1[nH]c(N2CCc3ccccc32)nc2c1CCCC2,104,115,-6,23,98,102,7,-1
CCc1c(-c2ccccc2)[n+](=O)c2c(n1[O-])CCC2,96,105,-6,0,96,93,-3,-11
CN(C)c1ccc(S(=O)(=O)N(C)C)cc1NC(=O)Cc1cccc2ccccc12,94,104,12,-1,100,100,2,0
Cc1cc(C(=O)COC(=O)c2ccc(Cl)c(S(N)(=O)=O)c2)c(C)n1C1CC1,105,99,8,-2,100,95,6,3
Cc1cc(C)c2sc(NC(=O)c3ccc([N+](=O)[O-])o3)nc2c1,194*[may fluoresce violet],80,-2,9,94[may fluoresce violet],156[may fluoresce violet],4,-5
Cn1c(=O)cc(OCCCC(=O)NC2CCCC2)c2ccccc21,103,106,13,33,100,104,2,-4
Cc1ccc([N+](=O)[O-])cc1NC(=S)NC(=O)C(C)(C)C,101,95,0,1,93,99,4,-10
CCOc1ccc(NC(=O)NNC(=O)C2CCC(C(C)(C)C)CC2)cc1 (stereo unspecified),91,101,7,-1,89,88,3,5

SMILES,LAP4 TOR yeast,CR mimetic SO,proCasp7 act,AHR activator,RPL19A TOR yeast,MEP2 TOR yeast,JMJD2C inh,proCasp3 act
CC(C)c1ccc(CNC(=O)C(=O)NCCCn2ccnc2)cc1,89,107,3,3,95,96,-8,5
CC(C)C[C@H](NC(=O)c1nc[nH]c1C(=O)N[C@@H](CCCCN)C(=O)OC(C)(C)C)C(=O)OC(C)(C)C,105,85,5,0,116,105,1,-5
CSc1cccc(NC(=O)Cn2cccc2)c1,107,106,4,-1,103,104,-3,1
CC1CCCCC1NS(=O)(=O)CCNC(=O)c1ccc2c(c1)OCO2 (stereo unspecified),108,104,-2,5,97,100,-8,-8
CC(=O)Nc1ccc(NC(=O)C2CCCCC2C(=O)O)cc1 (stereo unspecified),96,106,-2,-2,105,105,0,-8
